Eya2 inh – qHTS Assay for Inhibitors of the Phosphatase Activity of Eya2. recombinant Eya2, OMFP fluorescence dephosphorylation (OMFP is methylfluorescein phosphate). Potency, µM (doses to about 76.9 µM), for the others: at the highest dose activity, negative = inhibition, usual class: inhibitors. 0.006% of 330,000 active. AID 488837, 2010; note: potency is the fitted concentration of half-maximal effect; % is set by controls: 0 for no effect and ±100 for the full control effect
Target sequence (O00167 whole entry, looked up): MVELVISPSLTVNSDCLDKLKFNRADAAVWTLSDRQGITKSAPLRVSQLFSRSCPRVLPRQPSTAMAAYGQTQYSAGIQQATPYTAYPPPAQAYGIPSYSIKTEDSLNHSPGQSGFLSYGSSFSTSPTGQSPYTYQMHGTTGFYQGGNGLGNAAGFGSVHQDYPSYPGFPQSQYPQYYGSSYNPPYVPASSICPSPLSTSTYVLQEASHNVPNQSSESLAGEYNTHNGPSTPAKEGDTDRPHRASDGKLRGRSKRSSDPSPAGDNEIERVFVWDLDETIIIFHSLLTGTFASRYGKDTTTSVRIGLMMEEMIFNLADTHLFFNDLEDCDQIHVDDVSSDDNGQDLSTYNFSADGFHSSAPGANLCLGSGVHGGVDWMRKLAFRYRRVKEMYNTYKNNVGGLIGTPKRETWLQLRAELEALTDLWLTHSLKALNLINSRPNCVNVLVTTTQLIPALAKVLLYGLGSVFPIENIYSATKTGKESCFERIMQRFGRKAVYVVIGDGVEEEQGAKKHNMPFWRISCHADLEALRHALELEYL
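Eya2 protein (added as 0.2 uM solution) was preincubated with compound for 10 min at ambient temperature in 50 mM HEPES pH 7.5, 50 mM NaCl, 5 uM MgCl2, 0.05% BSA, 1 mM DTT. OMFP (added at 50 uM) then reacted 10 min; fluorescence read at 485/525 nm.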
TSHR antag – Antagonists of the Thyroid Stimulating Hormone Receptor: HTS campaign; Thyrotropin receptor (Homo sapiens), P16473; TSHR-expressing cells, TSH-stimulated cAMP HTRF, 2 h; active compounds read low; activity change, negative = inhibition, % at 11.5 µM; 0.2% of 330,000 active; AID 504810, 2011;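 active = activity change below a set negative limit, meaning inhibition stronger than a set level, cut at about -70% in these data; inconclusive = activity change between two set negative limits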; note: % is set by controls: 0 for no effect and ±100 for the full control effect
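Read-out is FRET at 665 nm (cryptate excitation 337 nm) from a cryptate-tagged anti-cAMP antibody, competed by cell cAMP against cAMP-d2. Compounds are tested on freshly harvested TSHR cells challenged with 4nM TSH (EC80) for 2 hours at 37 deg C.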
AT treatment – qHTS Assay for Identifying a Potential Treatment of Ataxia-Telangiectasia; Potency, µM (top dose mostly 57.5 µM), for the others: at the top dose activation, most hits filed as activators; 0.19% of 320,000 active; […] A-T fibroblasts, KAP-1 phosphorylation AlphaLISA; neocarzinostatin DNA damage 30 min before lysis; note: potency is the fitted concentration of half-maximal effect; % of control where 0% means no effect; nearly all actives have a fitted effect of over 45% in size
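hTERT-immortalized A-T patient fibroblasts ([…]), 500 cells/well in OPTI-MEM, 1% FBS, got compounds for 60 min, then NCS for 30 min at 37C. Lysates were then assayed for phospho-KAP-1 by AlphaLISA (anti-pKAP1 donor, anti-KAP1 acceptor beads), 6 hr at 25C.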
TCR activator – Activators of T cell receptors: qHTS campaign; 330,000 tested, under 10 active; Potency, µM (titrated, usually from 9.22 µM), for the others: at the highest dose activation of IL-2 secretion, usual class: activators; AID 504894, 2011; primary human leukocytes, anti-CD3, IL-2 HTRF, 48 h; note: % of control where 0% means no effect
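Readout: HTRF IL-2, Eu-cryptate/d2 antibody pair, 320nm excitation, 665nm emission. Stimulus: a-CD3 beads, no co-stimulation. Cells: primary human leukocytes. Exposure: 48 hr with compound.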
Tb PFK block – qHTS Assay to Find Inhibitors of T. brucei phosphofructokinase; Potency, µM (highest dose often 57.5 µM), inactives show at the highest dose activity, negative = inhibition, usual class: inhibitors; ATP-dependent 6-phosphofructokinase (Trypanosoma brucei brucei), O15648; T. brucei PFK, ADP-Glo luminescence; 0.17% of 330,000 active;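 note: potency is the fitted concentration of half-maximal effect; 0% = uninhibited 1x PFK enzyme wells and -100% = no-enzyme wells; nearly all actives have a fitted effect of over 60% in size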
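1.25 nM PFK with 0.5 mM F6P and 0.1 mM ATP in 0.1 M TEA pH 8.0, 5 mM MgCl2, incubated 45 min at room temperature; ADP measured by ADP-Glo luminescence; compounds titrated up to 57 uM.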
S-ASM inh – Inhibitors of Secretory Acid Sphingomyelinase (S-ASM): qHTS; 0.006% of 340,000 active; placental ASM, HMU-PC fluorogenic substrate, 60 min; Sphingomyelin phosphodiesterase (Homo sapiens), P17405; Potency, µM (series often up to 57.5 µM), inactives show at the top dose activity change, negative = inhibition, actives largely listed as inhibitors; note: potency is the fitted concentration of half-maximal effect
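Human placenta-derived ASM preincubated with compound 10 min at room temperature, then reacted with 9 uM (final) fluorogenic HMU-PC substrate for 60 min at 37 C. Stop solution raises pH to 10; fluorescence read at Ex 386/Em 447 nm.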
Mito fusion act – qHTS Assay for Small Molecule Inhibitors of Mitochondrial Division or Activators of Mitochondrial Fusion. Potency, µM (highest dose often 46.1 µM), for the others: at the highest dose growth rescue (activation), hits mostly activators. S. cerevisiae fusion-defective mutant growth rescue, CellTiterGlo 48 h. 0.23% of 320,000 active. AID 485298, 2010;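 note: potency is the fitted concentration of half-maximal effect; % of control where 0% means no effect; nearly all actives have a fitted effect of over 45% in size; temperature-sensitive fusion mutants such as fzo1-1 at 37 °C on non-fermentable ethanol glycerol medium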
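S. cerevisiae fusion-defective temperature-sensitive mutants (e.g. fzo1-1, mgm1-5) grown 48 h at 37C in YPEG (ethanol/glycerol non-fermentable) medium with 23 nl compound per well; growth rescue read as CellTiterGlo luminescence.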
Chronic BCR inh – qHTS Assay to Find Inhibitors of Chronic Active B-Cell Receptor Signaling | ABC-DLBCL IkBa-CBG/CBR reporter, luminescence ratio, 4 h | Potency, µM (doses to about 46.1 µM), inactives show at the highest dose ratio change, negative = lower green/red ratio, hits mostly inhibitors | 0.05% of 340,000 active | AID 493014, 2011; active = well fitted inhibition curve with a large enough effect in the signal ratio, with a control signal flat, not every such curve was filed as active; inconclusive = small, poorly fitted or top-dose-only effect, or effect the other way, or a change in a side signal; the % refers to the signal ratio;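 note: potency is the fitted concentration of half-maximal effect; plate controls were basal doxycycline-induced cells for no effect and cells given 10 µM MG132 for full effect; MG132 reads +100%, hits lower the ratio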
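TMD8 ABC-DLBCL cells carrying doxycycline-inducible green luciferase fused to IkappaBalpha plus unfused red luciferase were exposed to compounds (up to 46 uM) for 4 hrs at 37C. Activity came from the overlap-corrected green/red luminescence ratio.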
TSG101-PTAP inh – qHTS Assay for Iinhibitors of HIV-1 Budding by Blocking the Interaction of PTAP/TSG101; Tumor susceptibility gene 101 protein (Homo sapiens), Q99816; Fluorescence polarization, FITC-PTAP peptide / Tsg101 binding; Potency, µM (highest dose often 115 µM), without a hit: at the top dose activity change, negative = inhibition, most hits filed as inhibitors; 340,000 tested, under 10 active; active = well fitted inhibition curve with a large enough effect in the main read-out, with a control signal flat, not every such curve was filed as active; inconclusive = small, poorly fitted or top-dose-only effect, or effect the other way, or a change in a side signal; inactive = no such curve, though single readings can be large or run the other way; note: potency is the fitted concentration of half-maximal effect; % of control where 0% means no effect
Target sequence (Q99816 whole entry, looked up): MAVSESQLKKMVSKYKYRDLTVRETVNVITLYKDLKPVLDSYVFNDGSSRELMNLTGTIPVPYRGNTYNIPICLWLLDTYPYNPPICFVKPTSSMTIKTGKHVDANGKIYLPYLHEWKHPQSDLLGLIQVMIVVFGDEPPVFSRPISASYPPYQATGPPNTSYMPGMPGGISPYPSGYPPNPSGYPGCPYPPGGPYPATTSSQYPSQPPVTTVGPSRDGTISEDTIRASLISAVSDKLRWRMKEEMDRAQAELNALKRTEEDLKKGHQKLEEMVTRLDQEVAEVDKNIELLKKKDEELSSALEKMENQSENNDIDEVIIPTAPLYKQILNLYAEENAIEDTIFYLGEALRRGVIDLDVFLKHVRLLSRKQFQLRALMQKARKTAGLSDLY
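Tsg101 binding domain (10 uM final) was mixed with compound and a FITC-labeled PTAP peptide (50 nM final) in HEPES pH 7.5 buffer with NaCl, Tween 20, EDTA and TCEP; fluorescence polarization was read after 20 min at r.t.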
a7 integrin act – qHTS for Activators of Integrin-Mediated Alleviation for Muscular Dystrophy | alpha7betagal myoblasts, beta-gal FDG fluorescence, 48 h | Potency, µM (top dose mostly 38.3 µM), inactives show at the top dose activation, usual class: activators | 0.064% of 350,000 active | AID 624291, 2012;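 note: potency is the fitted concentration of half-maximal effect; 100% = response of the positive control SU9516; nearly all actives have a fitted effect of over 60% in size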
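Alpha7betagal+/- myoblasts (passage 13) were plated 16-24 hr, then exposed to compounds (1:260 dilution of DMSO stock) for 48 hours at 37C. After MPER lysis, β-galactosidase reporter activity was read as FDG fluorescence (ex 480/em 540) after 30 minutes.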
ELG1 DNA repair – qHTS screen for small molecules that inhibit ELG1-dependent DNA repair in human embryonic kidney (HEK293T) cells expressing luciferase-tagged ELG1; HEK293T ELG1-luciferase reporter, luminescence, 16 h; DNA damage induced by 5-fluorouridine; Potency, µM (highest dose often 46.1 µM), for the others: at the highest dose activity change, negative = inhibition, most hits filed as inhibitors; 2.3% of 330,000 active; AID 504467, 2011; note: potency is the fitted concentration of half-maximal effect; % is set by controls: 0 for no effect and ±100 for the full control effect; nearly all actives have a fitted effect of over 55% in size
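HEK293T cells expressing luciferase-tagged ELG1 (2,000/well) received 5-Fluorouridine plus compound or DMSO for 16 hr at 37 °C. Luciferase was read by ONE-Glo luminescence after 30 min at room temperature.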
* = called active by the depositor; ? = inconclusive; · = not tested or not shown; & = joins results of further samples; [ ] = dose if it differs, or a comment. Unless noted, calls come from the whole dose curve; as a rule, active = well fitted curve in the direction sought with a large enough effect; inconclusive = small, poorly fitted or top-dose-only effect, or another doubt; inactive = no such curve, though single readings can be large; an effect the other way counts as inactive or inconclusive.

SMILES	Eya2 inh	TSHR antag	AT treatment	TCR activator	Tb PFK block	S-ASM inh	Mito fusion act	Chronic BCR inh	TSG101-PTAP inh	a7 integrin act	ELG1 DNA repair
COc1ccc(NC(=O)CCN2CCN(Cc3ccccc3)CC2)c(OC)c1	3%	22	2%	·	0%	0%	0%	1%	-4%	-13%	?
COc1ccc(NS(=O)(=O)c2cc(NC(=O)Cn3cnc4c3c(=O)n(C)c(=O)n4C)ccc2C)cc1	-6%	-1	2%	-5%	6%	-10%	3%	?	-7%	-29%	?
Cc1c(N=C2NC(=O)/C(=C/c3ccc(O)cc3)S2)c(=O)n(-c2ccccc2)n1C	5%	-6	2%	-9%[46.1 µM]	-2%	-3%	3%	-6%	1%	8%	12%
CC(C)CC(NC(=O)c1ccccc1)C(=O)OCC(=O)Nc1ccc(S(N)(=O)=O)cc1 (stereo not given)	2%	6	-4%	3%	3%	-4%	-8%	-17%	-7%	9%	-3%
O=C(Cn1[nH]c(=O)c2ccccc2c1=O)Nc1ccc2c(c1)CCC2	-3%	1	14%	2%	3%	-3%	7%	-10%	-2%	-32%	18%
Cc1nc(-c2cccs2)sc1C(=O)O	1%	-3	9%	12%	11%	8%	12%	?	0%	1%	5%
CN(CC(=O)Nc1ccc(Cl)c(C(F)(F)F)c1)C(=O)/C=C/c1cccs1	-6%	35	11%	-2%	0%	?	-4%	?	-6%	-33%	-19%
Nc1sc2c([n+]1CCCS(=O)(=O)[O-])CCCC2	4%	-1	10%	-5%	3%	-3%	-2%	4%	-2%	2%	0%
CCN(CC(=O)Nc1c(F)cccc1F)C(=O)c1ccc(=O)[nH]c1	6%	8	3%	0%	0%	4%	0%	0%	0%	-10%	-15%
O=C(Nc1cccc2c1N(C(=O)c1ccco1)CCC2)c1ccco1	17%	23	35µM*	-42%	1%	0%	?	?	0%	-11%	3%
O=C(CCn1nc(-c2ccccc2)c2ccccc2c1=O)Nc1cccnc1	-3%	-15	2%[11.5 µM]	-2%	1%	-6%	-1%	0%	-4%	14%	1%
CCN(CC)C(=O)c1c(NC(=O)c2ccccc2)sc(C)c1C	-5%	9	1%	-18%	-3%	-2%	2%	8%	-11%	-15%	-1%
O=C(N/N=C/c1cccnc1)c1ccc2c(c1)OCO2	11%	-1	-5%	1%	5%	2%	5%	?	-1%	29%	?
O=C(COC(=O)c1cc[n+]([O-])cc1)Nc1ccc(Cl)cc1C(F)(F)F	-7%	-6	5%	-5%	-8%	-1%	2%	-10%	-2%	1%	1%
CCCCCCNC(=O)CCc1nc2cccnc2n1Cc1ccc(OC)cc1	6%	15	-14%	-36%	-3%	0%	-15%	?	-2%	-8%	-5%
O=C(c1cnn2c(C(F)F)cc(-c3ccccc3)nc12)N1CCCc2ccccc21	15%	-13	·	3%	0%	4%	4%	6%	-2%	7%	22%
O=C(Cc1n[nH]c(=O)c2ccccc12)Nc1cccc(S(=O)(=O)N2CCCC2)c1	-2%	7	0%	17%	0%	-3%	?	?	-4%	18%	-9%
O=C(O)CCn1ccc2cc(S(=O)(=O)N3CCCCCC3)ccc21	-5%	17	-17%	-5%	-22%	3%	0%	6%	-3%	?	0%
COc1ccc(N(C(=O)CNC(=O)c2ccco2)C(C(=O)NCC2CCCO2)c2ccccc2)cc1OC (stereo not given)	19%	-4	-1%	-5%	0%	5%	1%	4%	-7%	21%	0%
COc1ccc(/C=N/NC(=O)CCCC(=O)NC2CCCCC2)cc1	-2%	-3	-8%	·	7%[0.46 µM]	4%	0%	5%	-4%	0%	-8%
COc1ccc(-n2nc3c(N4CCC(C(=O)NCc5ccccc5C)CC4)nnc(C)c3c2C)cc1	-8%&-18%	13&-11	5%&-6%	5%	1%&3%	-1%	-4%&-4%	4%&1%	-2%	-70%[inhibitor]	24%
Cc1ccc(C(=O)COC(=O)CCC(=O)NC2CCCCC2)cc1[N+](=O)[O-]	-1%	1	4%	-5%	-3%	2%	18%	2%	-3%	17%	8%
CCC(=O)Nc1ccc(N2CCCCC2)c(C(=O)Nc2ccc(OC)cc2)c1	-16%	6	2%	-2%	1%	-15%	-2%	0%	-3%	15%	-4%
CC1Cc2cc(S(=O)(=O)N3CCCCC3C)ccc2N1C(=O)C1CCC1 (stereo not given)	-4%	-8	3%	0%	2%	-6%	-4%	16%	-4%	-20%	?
O=C(CC1C(=O)NCCN1Cc1cccc(C(F)(F)F)c1)NC1CCCCCC1 (stereo not given)	-7%	-2	0%	8%	1%	0%	1%	-1%	-1%	-12%	0%

Further results:
SMILES	Eya2 inh	TSHR antag	AT treatment	TCR activator	Tb PFK block	S-ASM inh	Mito fusion act	Chronic BCR inh	TSG101-PTAP inh	a7 integrin act	ELG1 DNA repair
Cc1nn(C)c(=O)n1-c1ccc(OCc2ccccc2)cc1	11%	-5	0%	0%	-16%	-1%	-5%	?	-3%	21%	?
CC(=O)N/C(=C\c1ccccc1)C(=O)N1CCOCC1	2%	3	3%	-7%	-4%	-4%	-2%	-1%	-2%	11%	16%
CCOc1ccc(NC(=O)C2CCN(C(=O)N3CCOc4ccccc43)CC2)cc1	-5%	0	-7%	-5%	-4%	-2%	6%	1%	-9%	7%	-3%
O=C(COc1cccc(F)c1)NNC(=O)c1cccc(-n2cccc2)c1	13%	-5	-1%	6%	-15%	-5%	-2%	-2%	0%	16%	20%
CCCNC(=O)c1ccccc1NC(=O)c1ccc(CSc2ccccc2)cc1	6%	33	·	1%	-5%	-12%	9%	?	-2%	-27%	?
CC(C)C(NC(=O)OC(C)(C)C)C(=O)NC(CCC(=O)OCc1ccccc1)C(N)=O (stereo not given)	-3%	5	-1%	-6%	3%	-1%	-1%	3%	-4%	3%	-18%
Cc1cc(=O)nc2c3ccccc3n(C(C)C(=O)Nc3cc(F)ccc3F)n12 (stereo not given)	2%	1	10%	2%	-5%	-3%	-9%	-11%	0%	-27%	1%

By substructure, the entries above containing two or more sulfur atoms
SMILES	Eya2 inh	TSHR antag	AT treatment	TCR activator	Tb PFK block	S-ASM inh	Mito fusion act	Chronic BCR inh	TSG101-PTAP inh	a7 integrin act	ELG1 DNA repair
Cc1nc(-c2cccs2)sc1C(=O)O	1%	-3	9%	12%	11%	8%	12%	?	0%	1%	5%
Nc1sc2c([n+]1CCCS(=O)(=O)[O-])CCCC2	4%	-1	10%	-5%	3%	-3%	-2%	4%	-2%	2%	0%

An excerpt from above in order of their number in TSHR antag, rising.
Structure | TSHR antag
O=C(COc1cccc(F)c1)NNC(=O)c1cccc(-n2cccc2)c1 | -5
Cc1cc(=O)nc2c3ccccc3n(C(C)C(=O)Nc3cc(F)ccc3F)n12 (stereo not given) | 1
CC(=O)N/C(=C\c1ccccc1)C(=O)N1CCOCC1 | 3
CCCNC(=O)c1ccccc1NC(=O)c1ccc(CSc2ccccc2)cc1 | 33

Bioassay records from PubChem BioAssay.
